Assay outcomes (PubChem)
TSHR antag: antagonists of human thyroid stimulating hormone receptor; 330,000 compounds, 0.2% hits; P16473; activity change, negative = inhibition, % at 11.5 µM; TSHR-expressing cells, TSH-stimulated cAMP HTRF, 2 h; hits give low values;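 active = activity change below a set negative limit, meaning inhibition stronger than a set level, cut at about -70% in these data; inconclusive = activity change between two set negative limits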; note: % is set by controls: 0 for no effect and ±100 for the full control effect
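Read-out is FRET at 665 nm (cryptate excitation 337 nm) from a cryptate-tagged anti-cAMP antibody, competed by cell cAMP against cAMP-d2. Compounds are tested on freshly harvested TSHR cells challenged with 4nM TSH (EC80) for 2 hours at 37 deg C.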
Eya2 inh: Eya2 (human) phosphatase inhibition; recombinant Eya2, OMFP fluorescence dephosphorylation (OMFP is methylfluorescein phosphate); Potency, µM (titrated, usually from 76.9 µM), for inactives: at the highest dose activity, negative = inhibition, usual class: inhibitors; 330,000 compounds, 0.006% hits; AID 488837; note: potency is the fitted concentration of half-maximal effect; % is set by controls: 0 for no effect and ±100 for the full control effect
Target sequence (O00167 whole entry, looked up): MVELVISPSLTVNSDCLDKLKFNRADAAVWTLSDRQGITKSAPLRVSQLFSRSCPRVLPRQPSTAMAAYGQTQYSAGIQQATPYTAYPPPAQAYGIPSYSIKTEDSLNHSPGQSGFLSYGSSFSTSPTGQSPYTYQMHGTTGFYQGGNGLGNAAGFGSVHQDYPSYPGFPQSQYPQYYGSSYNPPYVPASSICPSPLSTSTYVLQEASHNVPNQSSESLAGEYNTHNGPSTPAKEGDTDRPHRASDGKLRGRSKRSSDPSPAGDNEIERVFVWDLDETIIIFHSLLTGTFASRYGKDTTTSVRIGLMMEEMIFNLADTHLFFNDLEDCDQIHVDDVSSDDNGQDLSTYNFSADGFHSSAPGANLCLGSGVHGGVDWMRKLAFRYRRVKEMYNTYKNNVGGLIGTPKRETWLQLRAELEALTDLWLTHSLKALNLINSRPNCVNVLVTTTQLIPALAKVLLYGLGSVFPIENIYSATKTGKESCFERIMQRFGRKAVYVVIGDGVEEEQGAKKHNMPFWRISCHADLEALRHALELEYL
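Eya2 protein (added as 0.2 uM solution) was preincubated with compound for 10 min at ambient temperature in 50 mM HEPES pH 7.5, 50 mM NaCl, 5 uM MgCl2, 0.05% BSA, 1 mM DTT. OMFP (added at 50 uM) then reacted 10 min; fluorescence read at 485/525 nm.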
hERG WT inh: KCNH2 (human, wildtype) channel inhibition; U2OS, BacMam KCNH2, thallium flux FluxOr; hits give low values; Q12809; activity change, % at 1.84 µM; 340,000 compounds, 0.37% hits; AID 720551;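 active = maximum activity change below -70%; inconclusive = maximum activity change between -70% and -50%; inactive = maximum activity change above -50%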; note: % is set by controls: 0 for no effect and ±100 for the full control effect
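U2OS cells were transduced with wild-type KCNH2 virus (2.03 x 10^8 / mL) for 4 h at room temperature, then cultured overnight at 37 C. Thallium flux was read with FluxOr dye. Rate constants were normalized to DMSO controls.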
GALK inhibitor: inhibitors of human galactokinase; P51570; Purified GALK, Kinase-Glo residual ATP luminescence; Potency, µM (series often up to 57.5 µM), inactives show at the top dose activity change, negative = inhibition, hits mostly inhibitors; 270,000 compounds, 0.007% hits; AID 1868; note: potency is the fitted concentration of half-maximal effect; % is set by controls: 0 for no effect and ±100 for the full control effect
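Luminescence from leftover ATP (Ultra-Glo luciferase/luciferin) served as read-out after a 1 h room-temperature reaction of 5 nM GALK with 35 uM ATP and 100 uM galactose.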
MBNL1-CUG inh: inhibitors of human MBNL1 binding to CUG repeat RNA | Q9NR56 | TR-FRET MBNL1-His/biotin-(CUG)12 binding, 665/545 ratio | Potency, µM (series often up to 57.5 µM), inactives show at the top dose activity change, negative = inhibition, most hits filed as inhibitors | 280,000 compounds, 0.036% hits; active = well fitted inhibition curve with a large enough effect in the signal ratio, with a control signal flat, not every such curve was filed as active; inconclusive = small, poorly fitted or top-dose-only effect, or effect the other way, or a change in a side signal; inactive = no such curve, though single readings can be large or run the other way; the % refers to the signal ratio; note: potency is the fitted concentration of half-maximal effect; % is set by controls: 0 for no effect and ±100 for the full control effect
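Compound titration spanned 92 nM–58 uM against the MBNL1-His/biotin-(CUG)12 complex. After 60 min at room temperature with 5 nM streptavidin-XL665 and 0.055 ng/ul terbium anti-His, ratiometric 665/545 nm emission (Ex 340 nm) normalized to controls.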
S-ASM inh: blocks human secretory acid sphingomyelinase; P17405; placental ASM, HMU-PC fluorogenic substrate, 60 min; Potency, µM (doses to about 57.5 µM), for the others: at the highest dose activity change, negative = inhibition, actives largely listed as inhibitors; 340,000 compounds, 0.006% hits; note: potency is the fitted concentration of half-maximal effect
Target sequence (P17405 47-631 limits assumed): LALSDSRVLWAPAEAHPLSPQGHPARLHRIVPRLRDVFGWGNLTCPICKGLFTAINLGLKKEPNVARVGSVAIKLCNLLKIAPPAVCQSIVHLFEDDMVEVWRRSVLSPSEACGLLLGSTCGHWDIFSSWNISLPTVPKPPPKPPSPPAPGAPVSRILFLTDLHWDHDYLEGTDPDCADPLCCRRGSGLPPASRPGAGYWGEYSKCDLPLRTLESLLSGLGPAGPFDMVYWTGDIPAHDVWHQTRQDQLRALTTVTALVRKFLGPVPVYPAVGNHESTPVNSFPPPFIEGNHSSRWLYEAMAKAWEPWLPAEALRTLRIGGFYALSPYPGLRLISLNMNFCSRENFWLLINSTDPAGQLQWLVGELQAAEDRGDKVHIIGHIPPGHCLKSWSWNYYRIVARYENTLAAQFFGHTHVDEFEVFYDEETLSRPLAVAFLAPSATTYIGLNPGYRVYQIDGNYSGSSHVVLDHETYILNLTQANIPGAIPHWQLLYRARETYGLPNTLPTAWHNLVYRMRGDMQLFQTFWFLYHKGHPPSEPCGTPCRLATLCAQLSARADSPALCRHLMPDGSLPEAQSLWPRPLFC
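Human placenta-derived ASM preincubated with compound 10 min at room temperature, then reacted with 9 uM (final) fluorogenic HMU-PC substrate for 60 min at 37 C. Stop solution raises pH to 10; fluorescence read at Ex 386/Em 447 nm.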
USP2a block: blocks human ubiquitin-specific protease USP2a | Potency, µM (titrated, usually from 38.3 µM), for the others: at the highest dose activity change, negative = inhibition, hits mostly inhibitors | O75604 | AID 463254 | USP2 core, Ub-CHOP2 coupled fluorogenic reporter, 485/531 | 330,000 compounds, 0.01% hits;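 note: potency is the fitted concentration of half-maximal effect; plate controls were DMSO wells for no effect and full inhibition by NEM control for full effect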
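Deubiquitinase activity read as fluorescence (485/531 nm) after Ub-CHOP2 cleavage activates the enterokinase reporter on its substrate; USP2 core 10nM, Ub-CHOP2 and substrate 25nM each, 30min compound preincubation then 60min RT; data normalized to NEM, curves fitted.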
PKM2 activator: activators of human pyruvate kinase M2. purified PKM2, Kinase-Glo ATP luminescence, activation; response scale: 0% is enzyme alone, no compound. Potency, µM (highest dose often 57.5 µM), for inactives: at the top dose activation, hits mostly activators. 260,000 compounds, 0.34% hits; note: potency is the fitted concentration of half-maximal effect; % is set by controls: 0 for no effect and ±100 for the full control effect; nearly all actives have a fitted effect of over 55% in size
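Kinase-Glo luminescence reports ATP generated from ADP (0.1 mM) and PEP (0.5 mM) by purified hPK-M2 after 1 h at room temperature, pH 7.2 imidazole buffer; intermediate enzyme activity allows detecting inhibitors and activators.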
Menin MLL FP TR: displaces Texas Red mutant MLL peptide from human menin; O00255; Menin + Texas Red MLL mutant peptide, fluorescence polarization; 270,000 compounds, 0.23% hits; AID 1768; Potency, µM (highest dose often 61.6 µM), inactives show at the highest dose FP activity change, negative = inhibition, usual class: inhibitors; active = well fitted inhibition curve with a large enough effect in the polarisation, with a control signal flat, not every such curve was filed as active; inconclusive = small, poorly fitted or top-dose-only effect, or effect the other way, or a change in a side signal; inactive = no such curve, though single readings can be large or run the other way; the % refers to the polarisation; note: potency is the fitted concentration of half-maximal effect; % of control where 0% means no effect; many of its hits are not listed in these tables
Mito fusion yeast: inhibitors of mitochondrial division or activators of mitochondrial fusion | S. cerevisiae fusion-defective mutant growth rescue, CellTiterGlo 48 h | Potency, µM (highest dose often 46.1 µM), inactives show at the highest dose growth rescue (activation), most hits filed as activators | 320,000 compounds, 0.23% hits | AID 485298;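 note: potency is the fitted concentration of half-maximal effect; % of control where 0% means no effect; nearly all actives have a fitted effect of over 45% in size; temperature-sensitive fusion mutants such as fzo1-1 at 37 °C on non-fermentable ethanol glycerol medium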
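S. cerevisiae fusion-defective temperature-sensitive mutants (e.g. fzo1-1, mgm1-5) grown 48 h at 37C in YPEG (ethanol/glycerol non-fermentable) medium with 23 nl compound per well; growth rescue read as CellTiterGlo luminescence.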
Chronic BCR inh: blocks chronic active B-cell receptor signaling | ABC-DLBCL IkBa-CBG/CBR reporter, luminescence ratio, 4 h | Potency, µM (highest dose often 46.1 µM), for the others: at the top dose ratio change, negative = lower green/red ratio, actives largely listed as inhibitors | 340,000 compounds, 0.05% hits | AID 493014; active = well fitted inhibition curve with a large enough effect in the signal ratio, with a control signal flat, not every such curve was filed as active; inconclusive = small, poorly fitted or top-dose-only effect, or effect the other way, or a change in a side signal; the % refers to the signal ratio;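 note: potency is the fitted concentration of half-maximal effect; plate controls were basal doxycycline-induced cells for no effect and cells given 10 µM MG132 for full effect; MG132 reads +100%, hits lower the ratio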
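Concentration-response series (up to 46 uM) were applied to TMD8 dual-reporter cells for 4 h at 37C with doxycycline. Green/red ratio, after filter-overlap correction, defined %Activity; red signal alone was normalised to basal cells and zero luminescence.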
* = called active by the depositor; u = inconclusive; x = not tested or not shown; & = joins results of further samples; [ ] = remark or other dose. Unless noted, calls come from the whole dose curve; as a rule, active = well fitted curve in the direction sought with a large enough effect; inconclusive = small, poorly fitted or top-dose-only effect, or another doubt; inactive = no such curve, though single readings can be large; an effect the other way counts as inactive or inconclusive. Not all compounds are listed. The share of hits here may be higher or lower than overall.

cpd	structure	TSHR antag	Eya2 inh	hERG WT inh	GALK inhibitor	MBNL1-CUG inh	S-ASM inh	USP2a block	PKM2 activator	Menin MLL FP TR	Mito fusion yeast	Chronic BCR inh
1	CC1CCCN(C(=O)CSc2nnc(-c3cccs3)o2)C1 (stereo unspecified)	-1	-3%	-7	5%	0%	2%	-2%	x	x	-1%	4%
2	Cc1cc(=O)[nH]c(/N=C(\N)Nc2ccc3c(c2)OCCO3)n1	-4	-13%	2	10%	-7%	-2%	0%	2%	3%	-1%	-17%
3	COc1ccc(CCNC(=S)NCCc2ccc(OC)c(OC)c2)cc1OC	-4	-17%	4&-15	14%	2%	2%	2%	-7%	x	3%	-4%
4	CCCOCC1CC2(CC(C)(c3csc(N)n3)OC2=O)C(=O)O1 (stereo unspecified)	1	-29%	-3	0%	-3%	2%	2%	-5%	-2%	-2%	10%
5	c1ccc2c(c1)ncn2-c1ncnc2sc3c(c12)CCCC3	4	6%	1	-2%	-1%	1%	2%	5%	u	3%	-8%
6	O=C(c1cccs1)N(Cc1ccco1)c1nc(-c2ccc(F)cc2)cs1	-17	-20%	4	-4%	x	-8%	3%	-4%	-1%	3%	1%
7	COc1ccc(NC(=S)N(CCN2CCOCC2)Cc2ccccc2F)cc1	-2	7%	5	9%	2%	-5%	0%	3%	-6%	9%	0%
8	COc1cc2c(cc1OC)C1=C(C#N)CCC(=NC(=O)c3ccc(Cl)cc3)N1CC2	8	-11%	-12	-1%	11%	5%	0%	1%	13%	3%	-22%
9	COc1ccccc1C(=O)n1nc(-c2cccnc2)nc1N	4	-1%	-11	-1%	-4%	2%	6%	0%	-2%	-5%	u
10	O=C(NCc1ccccc1F)C1CCCN(S(=O)(=O)N2CCOCC2)C1 (stereo unspecified)	-1	-1%	-3	-1%	-5%	9%	-1%	x	-8%	-9%	-1%

Remaining list, next part:
cpd	structure	TSHR antag	Eya2 inh	hERG WT inh	GALK inhibitor	MBNL1-CUG inh	S-ASM inh	USP2a block	PKM2 activator	Menin MLL FP TR	Mito fusion yeast	Chronic BCR inh
11	O=C(c1cccs1)N1CCN(C(=O)c2cn(-c3ccccc3)nc2-c2ccccc2)CC1	-5	-13%	-129*	x	x	-5%	3%	x	x	x	u
12	O=c1oc2ccccc2c(N2CCCCC2)c1CN1CCCCC1	-2	1%	8	-2%	-3%	12%	2%	-6%	-19%	6%	u
13	CC(C)NC(=O)NS(=O)(=O)c1cnccc1N1CCCCC1	-2	-8%	3	2%	-19%	0%	-12%	2%	19%	0%	-1%
14	O=C(CCC(=O)c1cccs1)OCc1nc2ccccc2s1	-1	17%	-4	6%	2%	-1%	-10%	13%	-10%	5%	-2%
15	CS(=O)(=O)N1CCN(C(=O)c2cc(-c3cccs3)nc3ccccc23)CC1	20	-14%	12	0%	13%	50%[activator]	-2%	-6%	-6%	0%	7%
16	O=C(c1ccccc1Br)N1CCN(c2ccccc2)CC1	-4	1%	22	-2%	-7%	-1%	-1%	7%	3%	6%	9%
17	CCOC(=O)C1(Cc2ccc(OC)cc2)CCN(C(=O)CN2CCN(CC)CC2)CC1	-8	-6%	34	-1%	-8%	3%	1%	2%	-14%	0%	1%
18	O=C(NCCc1ccco1)c1nn(Cc2ccccc2)c(=O)c2ccccc12	21	-9%	-2	1%	7%	-9%	0%	5%	6%	0%	u
19	Cc1ccc(Cn2ccc(=O)c(OCc3c(Cl)cccc3Cl)c2C)cc1	-14	-28%	4	-1%	-18%	-11%	-8%	7%	u	2%	u
20	CCC1CCCCN1CCCNC(=O)c1ccc(CS(=O)(=O)Cc2ccccc2F)o1 (stereo unspecified)	2	6%	23	0%	0%	2%	-1%	3%	-10%	1%	u

Entries of single compounds from above:
`O=C(c1cccs1)N1CCN(C(=O)c2cn(-c3ccccc3)nc2-c2ccccc2)CC1` across the screens: TSHR antag = -5; Eya2 inh = -13%; hERG WT inh = -129*; GALK inhibitor = x; MBNL1-CUG inh = x; S-ASM inh = -5%; USP2a block = 3%; PKM2 activator = x; Menin MLL FP TR = x; Mito fusion yeast = x; Chronic BCR inh = u
`Cc1ccc(Cn2ccc(=O)c(OCc3c(Cl)cccc3Cl)c2C)cc1` across the screens: TSHR antag = -14; Eya2 inh = -28%; hERG WT inh = 4; GALK inhibitor = -1%; MBNL1-CUG inh = -18%; S-ASM inh = -11%; USP2a block = -8%; PKM2 activator = 7%; Menin MLL FP TR = u; Mito fusion yeast = 2%; Chronic BCR inh = u

Next part
cpd	structure	TSHR antag	Eya2 inh	hERG WT inh	GALK inhibitor	MBNL1-CUG inh	S-ASM inh	USP2a block	PKM2 activator	Menin MLL FP TR	Mito fusion yeast	Chronic BCR inh
21	COc1ccc(-c2cc3c(=O)n(CC(=O)NCc4ccccc4OC)ncn3n2)cc1	35	4%	5	x	10%	1%	3%	1%	0%	0%	8%
22	O=C(NNC(=O)c1ccc(Cl)cc1Cl)Nc1ccccc1	9	-3%	-42	0%	u	-2%	2%	-2%	21%	-3%	2%
23	CCOC(=O)[C@H]1[C@H]2COc3ccc(C)cc3[C@@H]2N2C(=O)CN(CC3CCCO3)C(=O)[C@@]12C (stereo partly specified)	6	-20%	-2	x	x	2%	-4%	x	x	-9%	-5%
24	Cn1nc([N+](=O)[O-])nc1Sc1ccc(Cl)cc1	6	14%	-3	0%	u	2%	4%	8%	21%	-18%	0%
25	CCOc1cc(C(=O)NC2CC(C)(C)NC(C)(C)C2)cc(OCC)c1OCC	-46	7%	-11	-5%	-9%	2%	-1%	12%	-20%	4%	1%
26	CCCCCC(=O)Nc1ccc2oc(-c3cccnc3)nc2c1	0	0%	1	1%	2%	5%	2%	-9%	-4%	-8%	10%
27	C=CCN(C(=O)c1ccccn1)C(C(=O)NCc1ccccc1)c1ccccc1F (stereo unspecified)	-4	11%	-6	0%	-5%	-1%	0%	-2%	u	2%	1%
28	CCc1ccc(N(C2C=CS(=O)(=O)C2)S(=O)(=O)c2ccccc2)cc1 (stereo unspecified)	3	-16%	7	2%	-8%	-1%	1%	-1%	-7%	9%	4%
29	Cc1ccc(C2=CN(Cc3ccccc3)CCC2=O)cc1	-10	-4%	-9	x	x	6%	-1%	x	x	x	4%
30	CN(Cc1ccon1)Cc1cn(C)nc1-c1cccc(Cl)c1	-5	6%	9	-2%	u	4%	2%	-72%	u	18%	u

Additional entries follow:
cpd	structure	TSHR antag	Eya2 inh	hERG WT inh	GALK inhibitor	MBNL1-CUG inh	S-ASM inh	USP2a block	PKM2 activator	Menin MLL FP TR	Mito fusion yeast	Chronic BCR inh
31	Fc1ccc(CNc2ncnc3c2cnn3-c2ccccc2)cc1	x	x	4	1%	9%	-2%	x	-2%	19%	-8%	x
32	O=S1(=O)CCOC[C@H](CC2CCCCC2)N1Cc1ccccc1Br	-3	-1%	-14	x	2%	-19%	2%	-3%	6%	-9%	17%
33	CCOc1ccc(-n2cc(C(=O)NCc3ccco3)c3cc(OC)c(OC)cc3c2=O)cc1	-7	-9%	17	-1%	-8%	-1%	3%	-2%	-26%	2%	-1%
34	COc1cc(CNCCCSc2nnnn2C)cc(Br)c1OC	8	-18%	x	x	x	x	-1%	x	x	-3%	4%
35	CC(=O)Nc1ccc2sc(C)nc2c1	3	-4%	21	3%	x	2%	1%	-10%	x	5%	8%
36	COC(=O)C1=C(C)NC(=O)NC1C1CC=CCC1 (stereo unspecified)	24	-6%	14	2%	-2%	2%	2%	-3%	21%	1%	-1%
